NTR1 ag: agonists of NTR1, primary screen, imaging, U2OS cells, beta-arrestin-GFP, high content (AID 493036); 0.17% of 330,000 active; NTR1-U2OS beta-arrestin-GFP spot imaging, agonist mode; activation, % at 20 µM; P30989;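 active means activation at or above 40% of the spot to cytoplasm intensity ratio, with at least 20 cells analyzed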;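 further: 0% = DMSO without peptide and 100% = 100 nM NTR1 peptide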
Target sequence (P30989 whole entry, looked up): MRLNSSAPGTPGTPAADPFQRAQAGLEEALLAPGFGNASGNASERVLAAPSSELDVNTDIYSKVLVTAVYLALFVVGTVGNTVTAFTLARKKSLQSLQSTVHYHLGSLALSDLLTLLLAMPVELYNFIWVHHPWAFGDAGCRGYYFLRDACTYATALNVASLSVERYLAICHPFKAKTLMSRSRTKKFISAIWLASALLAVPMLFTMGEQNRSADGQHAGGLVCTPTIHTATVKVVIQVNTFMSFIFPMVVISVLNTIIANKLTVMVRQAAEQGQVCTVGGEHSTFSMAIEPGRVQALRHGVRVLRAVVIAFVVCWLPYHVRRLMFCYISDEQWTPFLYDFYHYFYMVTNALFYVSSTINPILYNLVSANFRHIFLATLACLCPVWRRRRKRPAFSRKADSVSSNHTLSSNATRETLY
KOR beta-arrestin-1: kappa opioid receptor activators – cell-based, luminescence, uHTS, primary screen (AID 1777); KOR beta-arrestin recruitment, luminescence; higher % means a stronger effect; 0.02% of 280,000 active; activation, % at 10 µM; hits with a dose series show EC50 in µM; in the data active means activation above about 50%, passing the limit was not always enough; further: a part of the inactive calls stands beside numbers as strong as those of hits
T cell HTS: T cell immune modulation candidate. 2C CD8+ T cell-vesicle binding, flow cytometry; hits give low values. calls only at 7 µM. 0.068% of 330,000 active. AID 2052;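 active means response, share of CD8 T cells binding vesicles, and their 90th percentile fluorescence all below set limits, cut at about 80% in these data, passing the limit was not always enough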
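Material: 2C TCR transgenic mouse naive CD8+ T cells, MACS-purified. Also added: QL9-charged Drosophila Ld/ICAM-1/B7-1 vesicles. Timing: binding 1.5 h at 37 °C. Measured by: high-throughput flow cytometry with anti-B7-1 and anti-CD8 staining. Read-out: percent CD8+ FL2 mean versus row control. Controls: Unloaded micro-vesicles (low), QL9 vesicles with 0.7% DMSO (high).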
KOR beta-arrestin-2: kappa opioid receptor blockers – cell-based, luminescence, uHTS (AID 1778). KOR beta-arrestin recruitment, luminescence, antagonist mode; higher % means a stronger effect. inhibition, % at 10 µM; hits with a dose series show IC50 in µM. 0.091% of 290,000 active; in the data active means inhibition above about 50%; further: strong numbers were not always called active
GPR55 LPI antagonism: inhibition of LPI-stimulated GPR55 beta-arrestin translocation – imaging, U2OS, beta-arrestin-GFP, LPI agonist, primary screen (AID 2013). U2OS GPR55 beta-arrestin-GFP translocation imaging, LPI antagonism; higher % means a stronger effect. one-dose inhibition, % at 10 µM; IC50 in µM for titrated hits. 0.13% of 290,000 active;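 active means spots per cell inhibited over 60%, with over 100 cells counted and total cytoplasm intensity under 500,000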;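 further: U2OS cells stably carrying GPR55 and arrestin-GFP stimulated by 5 µM LPI near EC80; imaged beta-arrestin-GFP aggregate spots per cell after agonist stimulation; plate controls were LPI-stimulated DMSO wells for no effect and DMSO wells without LPI for full effect; some results filed as inactive read as strong as hits; confirmed hits need IC50 under 10 µM and bright autofluorescent wells are also inconclusive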
GPR55 activation: GPR55 agonists via beta-arrestin recruitment, primary screen, imaging, U2OS cells, beta-arrestin-GFP redistribution (AID 1961) | U2OS GPR55 beta-arrestin-GFP redistribution imaging; higher % means a stronger effect | activation, % at 10 µM, or EC50 in µM where a hit was titrated | 0.048% of 290,000 active;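 active means activation above 40% with more than 50 cells counted in the well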;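 further: U2OS osteosarcoma cells stably expressing GPR55 and beta-arrestin-GFP; plate controls were DMSO negative control for no effect and LPI positive control for full effect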
West Nile antiviral: West Nile virus antiviral activity, cell-based, CPE readout (AID 1621) | West Nile virus-infected cells, CPE inhibition; higher % means a stronger effect | CPE inhibition, % at 10 µM; hits with a dose series show IC50 in µM | 0.02% of 290,000 active; in the data active means a potency from the dose series; further: strong numbers were not always called active
Salmonella PhoP GFP: PhoP-dependent GFP reporter repression – Salmonella Typhimurium, primary screen (AID 1863); S. Typhimurium PhoP-regulated promoter GFP reporter, 4 h; higher % means a stronger effect; inhibition, % at 50 µM, or IC50 in µM where a hit was titrated; 0.16% of 300,000 active;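 active means inhibition over 29.93%, a cutoff 3 SD above the screen mean, later confirmed by dose response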;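 further: 0% = low Mg2+ inducing control and 100% = high Mg2+ repressing control; strong numbers were not always called active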
GPR35 antagonists: inhibition of zaprinast-stimulated GPR35 beta-arrestin translocation – imaging, U2OS, beta-arrestin-GFP, zaprinast agonist, primary screen (AID 2058). U2OS GPR35 beta-arrestin-GFP translocation imaging, zaprinast antagonism; higher % means a stronger effect. inhibition, % at 10 µM, or IC50 in µM where a hit was titrated. 0.052% of 290,000 active;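 active means inhibition of at least 50% with at least 30 cells and total cytoplasm GFP at most 10,000,000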
T cell HTS vesicle-bound %: also measured in T cell HTS; calls as there; double positive events, %; measured here: CD8+ vesicle-bound cell fraction;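 binding gate set so that unloaded-vesicle control wells show 10% double positive cells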
NTR1 ag cell count 20 µM: further read-out of NTR1 ag, marked with its call; cell count; measured here: cell count, cytotoxicity flag
* hit, by the source's call; i = inactive; nt = not tested or not shown; [ ] = dose if it differs, or a comment.

Results follow in this order: NTR1 ag	NTR1 ag cell count 20 µM	KOR beta-arrestin-1	T cell HTS	T cell HTS vesicle-bound %	KOR beta-arrestin-2	GPR55 LPI antagonism	GPR55 activation	West Nile antiviral	Salmonella PhoP GFP	GPR35 antagonists
O=C(CCCc1ccccc1)NC1CCSC1=O (stereo unspecified)
    0.6	49	-0.3%	i	14	16%	-2%	-0.1%	-0.5%	-11%	20%
Cc1cccc(N2CN=C3SCC(=O)N3C2)c1
    -0.5	28	-5.0%	i	52	9%	-9%	0.3%	0.1%	-5%	-1%
Cc1ccc(OCC(=O)Nc2cccc(S(=O)(=O)N3CCOCC3)c2)c([N+](=O)[O-])n1
    0.0	37	-3.6%	i	56	-17%	-8%	0.1%	0.6%	2%	3%
Cc1ccccc1NC(=O)Cc1nc(COC(=O)c2ccc(O)cc2O)cs1
    0.5	48	1.5%	i	34	-16%	6%	-0.2%	0.1%	-1%	-1%
CCc1cccc(C)c1N1C(=O)CN(Cc2ccccc2)C1=S
    -0.5	74	-4.8%	i	52	24%	4%	0.0%	-1.1%	2%	3%
COCCCN1C(=O)C(=O)/C(=C(/O)c2ccc(OC(C)C)cc2)C1c1ccncc1 (stereo unspecified)
    -0.8	38	5.0%	i	62	5%	7%	0.6%	0.1%	15%	19%
CCc1ccccc1NC(=O)CN1CCN(CC(=O)Nc2cc(C)ccc2OC)CC1
    0.1	55	8.9%	i	24	-14%	10%	0.7%	-1.6%	1%	1%
COc1ccc(Cl)cc1NC(=O)CSc1nc(N2CCOCC2)nc(N2CCOCC2)n1
    1.9	66	0.5%	i	3	6%	3%	0.1%	-0.6%	-8%	-2%
O=C(NC1CCN(C(=O)Nc2ccc(F)cc2)CC1)c1cccc(F)c1
    1.0	39	-7.7%	i	32	-3%	-5%	-0.3%	-0.9%	2%	10%
Cc1[nH]c(=O)[nH]c(=O)c1S(=O)(=O)Nc1cccc(C(F)(F)F)c1
    0.3	89	-5.3%	i	34	-12%	9%	-0.3%	-0.1%	3%	1%
COc1ccccc1CCNC(=O)CCn1nc(C)c2c(C)n(-c3ccccc3)nc2c1=O
    0.5	75	-2.5%	i	39	7%	15%	-0.1%	-0.2%	-7%	-2%
COc1ccc(CCNC(=O)c2nnn(CC(=O)Nc3ccccc3C)c2N)cc1OC
    0.4	50	-2.0%	i	42	6%	-7%	0.1%	0.4%	6%	-9%
CC1Sc2ccc(S(=O)(=O)CCC(=O)N(C)Cc3ccccc3)cc2NC1=O (stereo unspecified)
    1.1	75	-2.9%	i	16	-18%	5%	-0.2%	-0.4%	6%	-10%
COc1cc(S(=O)(=O)NCC2COCCO2)ccc1-n1cnnn1 (stereo unspecified)
    -0.7	63	1.4%	i	12	-30%	12%	0.2%	-0.8%	-1%	18%
CC(=O)c1cccc(NC(=O)N2CCCC2C(=O)Nc2ccccc2C)c1 (stereo unspecified)
    -0.1	59	-4.1%	i	34	-2%	4%	-0.1%	nt	-6%	6%
CN(C)c1ccc(/C=N/OC(=O)Nc2ccccc2)cc1
    1.5	70	-2.9%	i	49	-17%	-3%	-0.3%	-0.1%	5%	-11%
Nc1ccc(S(=O)(=O)Nc2nccc(/C=C/c3ccc([N+](=O)[O-])cc3)n2)cc1
    -0.4	50	5.5%	i	31	-56%	10%	-0.4%	-0.4%	1%	17%
O=C(CN(Cc1ccccc1Cl)C(=O)c1ccc(CN2CCOCC2)o1)NCC1CCCO1 (stereo unspecified)
    0.4	68	4.8%	i	30	6%	1%	0.2%	-0.8%	-2%	-4%
O=C(c1ccccc1NS(=O)(=O)c1ccc(Br)cc1)N1CCOCC1
    -0.4	54	0.6%	i	18	36%	7%	-0.1%	0.4%	-4%	-1%
CC(C)(C)c1cc(NS(=O)(=O)c2ccc(Br)s2)no1
    0.0	63	5.7%	i	12	-4%	10%	0.2%	1.3%	5%	1%
Brc1ccc(C2=CC(c3ccco3)n3nnnc3N2)cc1 (stereo unspecified)
    0.6	38	2.4%	i	18	16%	-2%	-0.3%	0.7%	nt	13%
CC(C)(C)S(=O)(=O)Cc1nc(-c2ccc(Cl)c(Cl)c2)cs1
    0.4	55	-0.4%	i	56	6%	8%	0.0%	-0.6%	-7%	9%
CCOC(=O)C[N+]1(C)CCN(C(C)=O)CC1
    -1.6	41	-2.2%	i	47	2%	4%	-0.3%	0.6%	0%	-5%
O=c1cc(N2CCN(c3ccccc3)CC2)[nH]c(=O)n1C1CCCCC1
    -0.8	51	-0.5%	i	8	13%	1%	0.2%	-0.1%	1%	0%
COCCN(C(=O)CCC(=O)Nc1cc(C)on1)C(C(=O)NC1CCCC1)c1ccccc1C (stereo unspecified)
    1.8	55	nt	i	47	16%	-14%	0.7%	-1.1%	-5%	8%
Cc1cc(C)c2cc(CN(CCN(C)C)C(=O)Nc3ccccc3Cl)c(=O)[nH]c2c1
    1.4	31	-0.8%	i	2	-45%	8%	-0.1%	-0.3%	-1%	3%
NCCCC[C@H](NC(=O)C1CCNCC1)c1nnc([C@@H](N)Cc2ccc(O)cc2)o1
    -0.4	65	2.4%	nt	nt	-19%	-3%	0.3%	0.2%	-12%	-24%
Cn1cccc1C(=O)OCC(=O)c1cc2ccccc2o1
    -1.2	57	-6.0%	i	8	2%	6%	-1.0%	-0.4%	nt	10%
CCN(CC)S(=O)(=O)c1ccc(NC(=O)c2cc(=O)[nH]c3ccccc23)cc1
    -0.7	53	7.1%	i	29	-14%	1%	-0.2%	0.1%	-2%	-2%
CC1(C)CC(=O)N(CC(=O)NCc2ccccc2)c2ccccc2S1(=O)=O
    -2.5	60	-3.7%	nt	nt	-19%	-5%	0.3%	-0.5%	6%	-11%
C/C(=N\Nc1nc(N2CCCCC2)nc(N2CCOCC2)n1)c1ccccc1O
    7.4	38	nt	i	66	17%[20 µM]	15%	-0.1%	-0.6%	-8%	22%
CC(C)(C)c1ccc(S(=O)(=O)n2c(CN3CCOCC3)nc3ccccc32)cc1
    -0.7	79	-1.1%	i	31	15%	-4%	-0.1%	0.3%	18%	8%
COC(=O)CSc1nnc(-c2ccccn2)n1Cc1ccco1
    -1.3	38	-0.5%	i	29	-28%	-2%	-0.1%	nt	0%	-6%
COc1ccc(CN2CCNC(=O)C2CC(=O)NCCC2=CCCCC2)c(F)c1 (stereo unspecified)
    -0.9	75	0.4%	i	32	-4%	11%	0.2%	-0.5%	-1%	8%
COc1ccc(S(=O)(=O)N2CCCC2)cc1C(C)C
    -0.2	56	-1.4%	i	59	-3%[20 µM]	-15%	-0.1%	-0.3%	3%	-3%
COc1cccc(C(=O)CN(C(=O)c2ccc(Cl)c(Cl)c2)N2C(=O)C3CCCCC3C2=O)c1 (stereo unspecified)
    24	82	-5.5%	i	29	9%	-3%	0.5%	-0.3%	-6%	-3%
O=C(O)c1ccc(-c2noc(-c3ccc(F)cc3)n2)cc1
    -4.0	82	nt	i	45	nt	nt	nt	0.5%	-19%	nt
CCCOc1ccc(C(=O)NNC(=S)NC(=O)c2ccccc2[N+](=O)[O-])cc1
    3.7	61	-3.6%	i	58	-12%[20 µM]	10%	0.2%	-0.9%	16%	6%
Cc1ccccc1OCC(=O)N/N=C/c1ccccn1
    -2.2	85	-7.4%	i	53	-6%	10%	-0.2%	0.5%	-14%	13%
COc1ccc(N=Cc2c[nH][nH]c2=O)cc1
    -0.8	68	0.4%	i	41	1%	11%	-0.1%	0.3%	1%	12%
CS(=O)(=O)N1CCN(c2nc(-c3ccc(F)cc3)cs2)CC1
    0.2	38	1.2%	i	56	-29%	16%	-2.3%	-0.3%	3%	-3%
CC(=Nc1ccc(C)cc1)c1sc2ccccc2c1O
    8.8	45	0.3%	i	64	5%	11%	0.1%	0.7%	-5%	-9%
Cc1nc2ccccc2c(=O)n1NCc1cccs1
    -0.6	51	3.3%	i	16	-3%	-19%	0.4%	-0.4%	-9%	-9%
O=C1CC(c2ccccc2)CN1S(=O)(=O)c1ccccc1 (stereo unspecified)
    1.1	60	1.3%	i	65	22%	19%	-0.2%	-0.4%	4%	4%
CCN(CC)CCN1C(=O)C(O)=C(C(=O)c2cccs2)C1c1ccc(C)o1 (stereo unspecified)
    -0.9	88	1.4%	i	49	1%	4%	-0.1%	-0.3%	-9%	-8%
O=C1C2CCCN2C(c2ccccc2)N1c1ccc(Cl)cc1 (stereo unspecified)
    -1.7	96	-1.5%	i	30	-46%	11%	0.4%	0.5%	-12%	4%
Cc1cc(OC(F)F)ccc1NC(=O)Nc1ccc2c(c1)OCO2
    -0.2	53	0.8%	i	14	-7%	13%	-0.1%	-0.4%	-3%	-2%
O=C(c1cc(C(=O)N2CCN(c3ccc(F)cc3)CC2)cc([N+](=O)[O-])c1)N1CCN(c2ccc(F)cc2)CC1
    2.5	75	3.2%	i	63	-25%[20 µM]	9%	0.5%	-0.9%	12%	0%
COC(=O)c1cc2oc3ccccc3c2n1CC(=O)Nc1ccccc1OC
    1.4	49	-2.2%	i	53	nt	7%	0.3%	0.5%	-13%	29%
Oc1ccc2oc3c(c2c1)CCCC3
    0.4	33	0.0%	i	12	-20%	3%	-0.1%	0.6%	5%	-1%
COc1ccc(Cc2nc3ccccc3n2CC(=O)N/N=C/c2ccccc2)cc1OC
    0.2	49	nt	i	43	nt	2%	0.7%	-0.5%	-11%	-2%
CCC(C)Oc1cccc(OCCCCN2C(=O)NC(C)(C)C2=O)c1 (stereo unspecified)
    1.0	74	-1.7%	i	44	-12%	12%	0.1%	-0.9%	16%	2%
COc1ccc(N2CCN(S(=O)(=O)c3ccc4oc(=O)ccc4c3)CC2)cc1
    -2.8	54	3.5%	i	40	-5%	3%	0.5%	0.1%	-3%	-16%

One compound at a time (already shown). Screens in order: NTR1 ag | NTR1 ag cell count 20 µM | KOR beta-arrestin-1 | T cell HTS | T cell HTS vesicle-bound % | KOR beta-arrestin-2 | GPR55 LPI antagonism | GPR55 activation | West Nile antiviral | Salmonella PhoP GFP | GPR35 antagonists
COC(=O)c1cc2oc3ccccc3c2n1CC(=O)Nc1ccccc1OC is listed as 1.4 | 49 | -2.2% | i | 53 | nt | 7% | 0.3% | 0.5% | -13% | 29%
Oc1ccc2oc3c(c2c1)CCCC3 is listed as 0.4 | 33 | 0.0% | i | 12 | -20% | 3% | -0.1% | 0.6% | 5% | -1%

High-throughput results from PubChem BioAssay.
